High-throughput results: PubChem BioAssay, The Scripps Research Institute Molecular Screening Center
GPR151 ag – activators of human GPR151, primary screen, cell-based, PathHunter beta-arrestin, luminescence | G-protein coupled receptor 151 (Homo sapiens), Q8TDV0 | PathHunter beta-arrestin GPR151 cells | activation, % at 11.2 µM | 650,000 tested, 1% active; in the data active means activation above about 4.9%;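 further: 0% = median of compound wells and 100% = cells with positive control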
FBW7 act – FBW7 E3 ligase activators, primary screen, biochemical, AlphaScreen, human. AlphaScreen FBW7–phospho-cyclin E peptide binding, activator screen. F-box/WD repeat-containing protein 7 (Homo sapiens), Q969H0. AID 1259310, 2017. normalized activity (activation), % at 26.1 µM. 650,000 tested, 0.13% active; in the data active means normalized activity above about 1.9%;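 further: purified mutant Fbw7 with reduced substrate affinity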
Target sequence (Q969H0 whole entry, looked up): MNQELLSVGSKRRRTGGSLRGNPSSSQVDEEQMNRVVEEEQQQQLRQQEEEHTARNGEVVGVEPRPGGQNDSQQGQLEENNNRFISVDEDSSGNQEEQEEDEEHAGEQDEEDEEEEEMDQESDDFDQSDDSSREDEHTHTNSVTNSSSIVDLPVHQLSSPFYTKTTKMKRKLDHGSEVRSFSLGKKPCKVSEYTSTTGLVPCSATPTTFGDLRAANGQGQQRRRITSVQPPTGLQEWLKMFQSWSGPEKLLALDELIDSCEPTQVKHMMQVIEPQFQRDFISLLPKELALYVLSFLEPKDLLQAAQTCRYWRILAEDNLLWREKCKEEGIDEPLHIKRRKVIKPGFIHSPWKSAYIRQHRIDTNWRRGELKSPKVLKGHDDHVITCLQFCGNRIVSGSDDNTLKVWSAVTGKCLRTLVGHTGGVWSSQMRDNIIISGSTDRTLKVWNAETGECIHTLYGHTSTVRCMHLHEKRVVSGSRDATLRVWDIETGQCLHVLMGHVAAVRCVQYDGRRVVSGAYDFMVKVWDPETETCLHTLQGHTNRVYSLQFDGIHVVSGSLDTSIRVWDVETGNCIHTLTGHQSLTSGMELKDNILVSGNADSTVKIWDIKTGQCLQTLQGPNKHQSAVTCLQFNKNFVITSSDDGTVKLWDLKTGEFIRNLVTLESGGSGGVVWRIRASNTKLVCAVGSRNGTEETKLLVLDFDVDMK
MITF primary – MITF inhibitors, primary screen, biochemical, AlphaScreen, human. Microphthalmia-associated transcription factor (Homo sapiens), O75030. AlphaScreen MITF homodimerization, bead proximity signal. inhibition, % at 2.6 µM. 650,000 tested, 0.91% active. AID 1259374, 2018; in the data active means inhibition above about 50%;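 further: 0% = vehicle wells with protein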
TEAD-YAP block – TEAD-YAP interaction inhibition, primary screen, TEAD-YAP interaction inhibitor project, luminescence, HEK-TIYL cells; 640,000 tested, 1.4% active; inhibition, % at 9.12 µM; TEAD-Gal4/YAP UAS-luciferase luminescence; in the data active means inhibition above about 32%;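 further: 0% = median of test compound wells and 100% = reference inhibitor wells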
* = called active by the depositor.

Each structure is followed by: GPR151 ag, FBW7 act, MITF primary, TEAD-YAP block
O=C(NCc1cccc(Cl)c1)c1ccc(N2CC3CC(C2)c2cccc(=O)n2C3)c(NC(=O)c2cccs2)c1 (stereo not given)
 : -0.5, 0.7, -13, 3
CCOC(=O)/C(C#N)=C/c1ccc(NC(=O)C(Cl)Cl)cc1
 : 0.1, -0.1, 6, -25
CC(C)(C)C(=O)N1CCN(Cc2nc3sc4c(c3c(=O)[nH]2)CCCC4)CC1
 : -0.2, 0.1, 11, 6
CCOC(=O)c1c(C(F)(F)F)nc2n1CCN(C(=O)c1n[nH]c3c1CCCC3)C2
 : -0.3, 0.1, -6, -11
CC(=O)NC1CC(C)(C)N(OC(=O)c2ccco2)C(C)(C)C1
 : -0.9, -0.1, 5, 8
Cc1ccc(NC(=O)Nc2scc3c2c(=O)oc2ccccc23)cc1
 : -0.2, 0.2, 2, 6
O=C(COc1ccccc1F)Nc1c(F)cccc1F
 : -0.2, 0.1, 12, -5
Cc1cccc(Nc2nn3c(=O)c4ccc(C(=O)O)cc4nc3s2)c1
 : 0.0, 0.3, 3, 9
CN(C)S(=O)(=O)c1ccc(NC(=O)CSc2n[nH]c(=O)n2C2CC2)cc1
 : -0.3, 0.1, 5, 0
CC1=C(C(N)=O)C(c2ccccc2)NC(=O)N1 (stereo not given)
 : 1.4, 0.0, 2, 3
CCOc1cc(/C=C/c2cc(C(F)(F)F)[nH]c(=O)n2)ccc1OCc1ccccc1
 : -0.9, -0.1, 7, 0
COc1ccc(C2CC(=O)C3=C(C2)Nc2ccccc2N(C(=O)c2cccc(Cl)c2)C3c2cccs2)cc1 (stereo not given)
 : 0.7, -0.2, 4, 5
CCNS(=O)(=O)c1ccc(OC)c(Br)c1
 : -0.6, 0.0, 5, 4
COc1ccc(-c2nc3c(NCc4nc5ccccc5[nH]4)ncnc3n2C(C)C)cc1
 : -0.8, 0.0, 15, -13
O=C(CSc1ncc(-c2ccccc2)[nH]1)Nc1ccc(Br)cc1
 : -0.1, 0.0, 0, -7
Cc1nc(CCNCc2c(C(=O)N3CCCCCCC3)nc3ccc(Cl)cn23)n[nH]1
 : -0.7, 0.1, -7, -6
COC(=O)C(NC(=O)c1nn2c(C(F)(F)F)cc(-c3ccccc3)nc2c1Br)C12CC3CC(CC(C3)C1)C2 (stereo not given)
 : 1.0, 0.0, 2, 0
O=C1CC(c2cccc(C(F)(F)F)c2)c2cc(Br)c3ccccc3c2N1 (stereo not given)
 : -0.8, 0.1, 9, 5
O=C(NCc1ccccc1)c1ccc2nc(Nc3ccncc3)sc2c1
 : 0.2, -0.1, 8, -17
CC(=O)N1CCC(N(CCCOC(C)C)C(=S)Nc2cccc(C(F)(F)F)c2)CC1
 : -0.7, -0.1, 7, 2
O=C(Nc1ccccc1F)C1CCCN(S(=O)(=O)c2cnc[nH]2)C1 (stereo not given)
 : -0.2, 0.1, -4, 3
CCOC(=O)c1ccc(NS(=O)(=O)c2ccc(OC)c(Cl)c2)cc1
 : -0.9, 0.2, 13, 11
Cc1ccc(-c2nn(CCC#N)cc2C=C(C#N)C#N)cc1
 : -0.6, 0.0, 4, -3
COc1ccc(Br)cc1/C=C1/C(=O)NN(c2cccc(C(F)(F)F)c2)C1=O
 : -1.1, 0.1, 15, 0
Cc1ccc(N2C(=O)NC(=O)/C(=C\c3ccc(F)cc3)C2=O)cc1C
 : 0.4, -0.3, -22, 4
CCOC(=O)C1CCCN(c2c(NCCCN(CC)c3cccc(C)c3)c(=O)c2=O)C1 (stereo not given)
 : -0.5, -0.1, 1, 3
CSCCC(=O)NC(C)c1cnn(-c2ccccc2C)c1C (stereo not given)
 : -2.1, 0.0, 5, 0
COc1ccc(C2C(C(C)=O)=C(O)C(=O)N2c2ccc(F)cc2)cc1 (stereo not given)
 : 0.4, 0.2, -1, 0
COc1ccc(-c2nc(CS(=O)CC(=O)NCc3ccccn3)c(C)o2)cc1 (stereo not given)
 : 0.1, 0.0, 31, -8
COc1ccc(N2CCN(C(CNC(=O)Nc3ccccc3)c3ccc4c(c3)OCO4)CC2)cc1 (stereo not given)
 : -0.3, 0.4, 18, 16

(cont.)
Each structure is followed by: GPR151 ag, FBW7 act, MITF primary, TEAD-YAP block
O=C(OCC(=O)c1ccc(Cl)cc1Cl)c1cnccn1
 : -0.5, 0.4, 7, -2
CCOC(=O)CSc1nc2ccccc2c(=O)n1-c1ccc(C(=O)NCCOC)cc1
 : -0.5, 0.5, -7, 0
c1csc(-c2csc3nc(CN4CCOCC4)nc(NC4CC4)c23)c1
 : 0.3, 0.2, 8, -3
COc1ccccc1CNc1nc2ccccc2n2nnnc12
 : 2.7, 0.1, -5, -15
COC(=O)NCCOC(=O)N(O)c1ccc(Br)cc1
 : -0.5, -0.1, -3, -6
O=S(=O)(c1ccc(F)cc1F)N1CCN(CCO)CC1
 : 2.0, 0.0, 2, -8
COc1ccc(-c2ccc(C(=O)NC3CCN(Cc4ccccc4)CC3)s2)cc1
 : 0.2, 0.0, -15, -1
CCC12CN3CC(CC)(CN(C1)C3c1cc(Br)ccc1O)C2=O (stereo not given)
 : -0.2, 0.1, -1, 0
COc1ccccc1N1CCN(c2cc(=O)n(-c3ccc(Cl)cc3)c(=O)[nH]2)CC1
 : -0.3, 0.3, 15, -1
COc1ccc(-n2c(-c3cccc(OC)c3)csc2=NCc2cccnc2)cc1
 : 0.0, -0.3, 19, 4
Nc1nnc(SCc2nc3ccccc3n2Cc2ccccc2)s1
 : 0.5, 0.1, 19, 8
COc1ccc(C2(CC(=O)N(C)CC3Cc4ccccc4O3)CC(=O)N(C)C2=O)cc1 (stereo not given)
 : -0.6, 0.1, -1, -51
Cc1ccccc1Cn1cc(SCC(=O)NCc2ccco2)c2ccccc21
 : 1.4, -0.1, 5, 3
CCC[C@@H]1NC(=O)[C@H]2CN(C(=O)c3cccc(Cl)c3)CCN2C1=O
 : 0.9, 0.0, 11, -3
Cc1ccc(/C=C/C(=O)N2CCN(c3ncccn3)CC2)o1
 : -0.3, 0.0, 13, 0
Cc1nc2ccc(NC(=O)N3CCCCC3)cc2s1
 : 0.1, 0.1, 1, -45
Cc1ccccc1/C=N/n1c(C)nnc1C
 : 1.4, 0.0, -6, -3
CCOc1cc(/C=N/n2cnnc2)c(Br)cc1O
 : -0.6, 0.1, 19, 17
COc1cccc(CC(=O)NCCCNc2nc3cc4c(cc3cc2C#N)OCO4)c1
 : -2.3, 0.7, 2, 61*
Cc1cc(Cl)ccc1OCC(=O)NNC(=O)C1CC1c1ccccc1 (stereo not given)
 : 1.0, 0.2, -4, -1
CCN1C(=O)/C(=C\c2ccc(OCC(N)=O)c(OC)c2)SC1=S
 : -1.4, -0.1, 5, 4
c1ccc2c(c1)[nH]c1nc(NN=C3CCCCC3)nnc12
 : 0.1, 0.0, 11, -20
O=C(Nc1ccccc1F)N1CCn2cnnc2C1
 : 0.5, -0.1, -2, -1
O=C(CNC(=O)c1ccccc1)OCc1ccc(I)cc1
 : 0.0, 0.1, 2, 0
COc1ccc2c(c1)=C/C(=C\c1sc(=S)[nH]c1O)C(=O)N=2
 : 0.4, -0.1, -13, -6
N=C1/C(=C/c2cn(CCOc3ccc(C4CCCCC4)cc3)c3ccccc23)C(=O)N=C2SC(C(F)(F)F)=NN12
 : 0.0, 0.1, 13, 10
COc1ccc(Br)c(C(=O)Nc2cc(C(=O)NCc3ccccc3OC)ccc2N2CC3CC(C2)c2cccc(=O)n2C3)c1 (stereo not given)
 : -0.9, 0.2, 5, -8
COc1cccc(C2C(C(=O)OC3CCCC3)=C(C)NC3=C2C(=O)CC(c2ccccc2)C3)c1 (stereo not given)
 : -0.9, -0.1, 0, 6
CC1(C)C2CCC1(CS(=O)(=O)Nc1ccc(F)cc1)C(=O)C2 (stereo not given)
 : 3.8, 0.1, 3, -4
C=CCn1c(SCC2OCCO2)nc2cc(C(=O)NCc3ccco3)ccc2c1=O
 : -0.1, -0.1, 67*, 20

(more compounds)
Each structure is followed by: GPR151 ag, FBW7 act, MITF primary, TEAD-YAP block
CC(Nc1cc(N2CCN(C(=O)c3ccc(Br)cc3)CC2)ccc1[N+](=O)[O-])c1ccccc1 (stereo not given)
 : 0.2, -0.3, 18, -7
COc1ccc(C)cc1NC(=O)CSc1nc(SC)ns1
 : 0.0, 0.1, 1, 3
Cn1c(=O)c2cc(S(=O)(=O)NCc3ccccc3)ccc2n(C)c1=O
 : -0.5, -0.1, -4, 6
Cc1cccc(C(=O)N[C@H]2C[C@H]3C(=O)N[C@@H](CO)C(=O)N3C2)c1
 : -0.7, 0.0, 8, 4
NC(=O)c1c(NC(=O)c2cc(-c3ccccc3O)on2)sc2c1CCCC2
 : -1.3, 0.2, 19, 4
OCC1CCCN1c1cc(Nc2ccc3c(c2)OCO3)ncn1 (stereo not given)
 : -1.1, -0.2, 3, 37*
COc1cccc2cc(C(=O)OCCN3CCCCC3)c(=O)oc12
 : 1.7, 0.2, -18, 2
COCc1cc(=O)[nH]c(SCC(=O)Nc2ccccc2)n1
 : 0.9, -0.1, -9, -7
c1ccc(CNc2ccnc3c(-c4ccoc4)cnn23)nc1
 : -1.2, -1.6, 42, -13
O=C(OCn1c(=O)oc2ccccc21)c1ccc(Cl)cc1
 : 3.2, -0.2, 4, 8
COc1ccc(NC(=O)c2cccc(NC(=O)CCC(=O)O)c2)c(OC)c1
 : 0.4, 0.1, 4, 1
COc1ccc(C2CC(C(F)(F)F)n3nc(C(=O)NC(C)(C)CC(C)(C)C)cc3N2)cc1OC (stereo not given)
 : 0.4, -0.1, -10, -9
Cc1[nH]c(=O)[nH]c(=O)c1S(=O)(=O)Nc1cccc(C(F)(F)F)c1
 : -2.1, 0.1, -10, -1
C/C(=N\Nc1cccc(C(=O)O)c1)c1ccc(Br)cc1
 : 0.9, 0.0, 22, -52
CCCCC1CCC(c2ccc(-c3cccc(F)c3)nc2)CC1 (stereo not given)
 : -0.5, -0.2, 10, -5
COc1cc(OC)cc(C(=O)NCCc2cc3ccc(C)c(C)c3[nH]c2=O)c1
 : 1.3, 0.1, -6, 1
COc1ccc(C(C#N)(CCC#N)CCC#N)cc1OC
 : -0.2, -0.1, 11, -4
Cc1nc(NC(=O)CSc2nc3ccccc3n2CC(=O)NC(C)(C)C)sc1C
 : -0.6, 0.0, -5, 2
CC(=O)Nc1ccc(NC(=O)[C@@H]2CCCC[C@@H]2C(=O)O)cc1
 : -0.7, 0.0, -5, -2
O=C(Cc1ccccc1)Nc1cccc2ccccc12
 : 1.4, 0.0, 7, -9
CCCCn1c(SCC(=O)NCCc2ccccc2)nc2cc(S(N)(=O)=O)ccc21
 : -0.2, -0.1, 7, 1
Cc1noc(C)c1-c1nc(NCc2cccc(C(F)(F)F)c2)c2ncn(C3CCCCC3)c2n1
 : 1.4, 0.1, 11, -3
CCOc1cccc(OCCOc2ccccc2[N+](=O)[O-])c1
 : -0.8, -0.1, 6, -28
Cc1ccccc1NS(=O)(=O)c1ccc(-n2cnnn2)cc1
 : -0.2, 0.8, 3, -10
CCCN(CCC)S(=O)(=O)c1cc2c(cc1Cl)NC(=O)CO2
 : 0.8, -0.2, 0, 1
N#C/C(=N\Nc1ccc(S(=O)(=O)N2CCOCC2)cc1)c1ccc([N+](=O)[O-])cc1
 : 0.3, -0.1, 0, 23
O=C(CCl)Nc1c(Cl)cc(Cl)cc1C(=O)O
 : 0.6, 0.0, -2, -7

Compounds as they come; about 3.4% have a hit in one of these screens.
